AHR act: AHR activators, primary screen, cell-based, luminescence, luciferase reporter, human. Aryl hydrocarbon receptor (Homo sapiens), P35869. 320,000 tested, 2.5% active. AHR-responsive luciferase reporter cells. activation, % at 5 µM; in the data active means activation above about 47%;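 further: 0% = vehicle wells and 100% = reference agonist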
Target sequence (P35869 whole entry, looked up): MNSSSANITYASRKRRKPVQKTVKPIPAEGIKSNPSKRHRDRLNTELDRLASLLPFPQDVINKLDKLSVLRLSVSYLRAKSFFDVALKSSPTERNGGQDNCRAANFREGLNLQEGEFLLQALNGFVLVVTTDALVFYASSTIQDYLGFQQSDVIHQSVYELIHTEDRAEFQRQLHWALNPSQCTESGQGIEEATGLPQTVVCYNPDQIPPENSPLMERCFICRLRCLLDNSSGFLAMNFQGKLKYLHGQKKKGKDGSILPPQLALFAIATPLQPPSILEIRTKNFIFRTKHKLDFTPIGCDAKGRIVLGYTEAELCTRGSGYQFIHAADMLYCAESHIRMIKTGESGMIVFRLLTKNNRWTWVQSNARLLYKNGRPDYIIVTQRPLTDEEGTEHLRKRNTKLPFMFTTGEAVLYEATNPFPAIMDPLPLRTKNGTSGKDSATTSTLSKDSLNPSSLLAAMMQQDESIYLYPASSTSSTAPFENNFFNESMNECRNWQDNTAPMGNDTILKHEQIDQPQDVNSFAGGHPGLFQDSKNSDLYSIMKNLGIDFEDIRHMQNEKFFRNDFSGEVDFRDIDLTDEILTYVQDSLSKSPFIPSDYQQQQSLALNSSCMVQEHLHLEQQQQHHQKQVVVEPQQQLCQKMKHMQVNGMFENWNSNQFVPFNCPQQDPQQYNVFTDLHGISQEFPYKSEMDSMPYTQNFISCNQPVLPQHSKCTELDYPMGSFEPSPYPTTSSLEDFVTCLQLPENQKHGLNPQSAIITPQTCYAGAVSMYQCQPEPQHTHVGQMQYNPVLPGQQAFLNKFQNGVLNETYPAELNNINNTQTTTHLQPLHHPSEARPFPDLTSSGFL
PME-1 inh: PME-1 inhibitors via competitive probe labeling, primary screen, biochemical, fluorescence polarization, FP-Rh probe, HTS; Protein phosphatase methylesterase 1 (Homo sapiens), Q9Y570; 320,000 tested, 0.53% active; recombinant PME-1; inhibition, % at 5.9 µM;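 active means inhibition above the campaign mean of all compounds plus 3 SD, cut at about 26% in these data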;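 further: competitive labeling of PME-1 active site by serine hydrolase directed probe; 0% = PME-1 with DMSO and 100% = wells lacking PME-1 enzyme; inhibitors block probe labeling so polarization falls and inhibition rises; many of its hits are not listed in these tables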
MCL1-BIM inh: inhibitors of MCL1 binding to BIM-BH3, primary screen, biochemical, fluorescence polarization. GST-MCL1 / FITC-Bim-BH3 fluorescence polarization. inhibition, % at 10.9 µM. 320,000 tested, 0.68% active;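 active means inhibition above the mean inhibition of all tested compounds plus 3 SD, set per campaign, cut at about 40% in these data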;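 further: 0% = DMSO wells and 100% = unlabeled Bim-BH3 peptide control; higher means more loss of mP so more displacement of Bim peptide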
pPAFAH inh: pPAFAH enzyme inhibitors, primary screen, biochemical, fluorescence polarization, human. 330,000 tested, 1.5% active. inhibition, % at 3.39 µM. AID 463082, 2010. recombinant pPAFAH, FP-rhodamine probe fluorescence polarization;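 active means inhibition above the mean inhibition across the screen plus 3 SD, cut at about 25% in these data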;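 further: inhibitors block binding of the rhodamine activity-based probe so polarization drops; 0% = enzyme with DMSO and 100% = wells lacking pPAFAH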
BCLXL inh: inhibitors of human Bcl-xL, primary screen, biochemical, fluorescence polarization, HTS. Bcl-2-like protein 1 (Homo sapiens), Q07817. GST-Bcl-xL / FITC-Bim BH3 peptide fluorescence polarization. inhibition, % at 10.9 µM. 320,000 tested, 0.7% active. AID 2129, 2009;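 active means inhibition above the mean of all tested compounds plus 3 SD, cutoff set per campaign, cut at about 30% in these data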;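 further: 0% = DMSO wells and 100% = unlabeled Bim-BH3 peptide competitor; inhibitors lower millipolarization by displacing the labeled peptide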
Target sequence (Q07817 whole entry, looked up): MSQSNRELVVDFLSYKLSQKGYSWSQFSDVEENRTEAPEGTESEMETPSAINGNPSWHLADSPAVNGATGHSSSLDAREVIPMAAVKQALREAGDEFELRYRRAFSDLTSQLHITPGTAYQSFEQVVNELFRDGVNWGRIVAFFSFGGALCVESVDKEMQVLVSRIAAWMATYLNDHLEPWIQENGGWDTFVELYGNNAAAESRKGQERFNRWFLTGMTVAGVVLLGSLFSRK
PAFAH1B2 FP inh: PAFAH1B2 enzyme inhibitors, primary screen, biochemical, fluorescence polarization, human | 340,000 tested, 1.2% active | AID 492953, 2010 | Platelet-activating factor acetylhydrolase IB subunit alpha2 (Homo sapiens), P68402 | recombinant PAFAH1B2, FP-rhodamine activity probe | inhibition, % at 3.39 µM;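 active means inhibition above the mean of all tested compounds plus 3 SD, cut at about 24% in these data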;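 further: 0% = enzyme with DMSO and 100% = wells lacking PAFAH1B2; many of its hits are not listed in these tables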
GLD-1 RNA inh: GLD-1/TGE RNA complex disruptors, primary screen, biochemical, fluorescence polarization. AID 2280, 2010. purified GLD-1 + fluorescein TGE RNA. 320,000 tested, 0.44% active. Female germline-specific tumor suppressor gld-1 (Caenorhabditis elegans), Q17339. inhibition, % at 5.96 µM;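 active means percent inhibition above a per-plate cutoff, the plate mean of test compounds plus 3 SD, cut at about 30% in these data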;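 further: 0% = DMSO wells with GLD-1 and probe and 100% = wells lacking GLD-1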
Fam108B inh: mouse Fam108B serine hydrolase inhibitors, primary screen, counter-screen for RBBP9 inhibitor project, biochemical, fluorescence polarization; inhibition, % at 9.51 µM; 300,000 tested, 0.33% active; AID 1947, 2009; recombinant Fam108B, FP-Rh probe fluorescence polarization;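 active means inhibition above the screen mean inhibition plus 3 SD, computed separately per campaign, cut at about 18% in these data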;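 further: inhibitors lower polarization as less probe binds the enzyme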
MEX-5 binding: MEX-5 zinc finger RNA-binding disruptors – biochemical, C. elegans, fluorescence polarization, MLPCN library, primary screen. Zinc finger protein mex-5 (Caenorhabditis elegans), Q9XUB2. MEX-5/FITC-TCR2 RNA binding; hits give low values. activity score (negative = inhibition of binding), % at 10 µM. 300,000 tested, 0.38% active;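 active means inhibition past about -25% in most replicates, and total fluorescence under double the plate's negative control median, limit read from the data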;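 further: 0% = DMSO and -100% = 5 µM competing unlabeled TCR2 RNA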
* marks the source's active call; other numbers are inactive results. The list is partial (hit frequency here may not be typical).

Results for CCCCC(=O)Nc1cccc(-c2cn3ccccc3n2)c1 ?
AHR act: 26; PME-1 inh: -5; MCL1-BIM inh: 0; pPAFAH inh: 1; BCLXL inh: 1; PAFAH1B2 FP inh: 5; GLD-1 RNA inh: 6; Fam108B inh: -4; MEX-5 binding: -0.6

What do the screens show for `CC(C)NCC(O)Cn1c2c(c3ccccc31)CCc1c-2cnn1-c1ccccc1` (stereo not given)?
AHR act: 22; PME-1 inh: 4; MCL1-BIM inh: -6; pPAFAH inh: 1; BCLXL inh: -2; PAFAH1B2 FP inh: 1; GLD-1 RNA inh: -4; Fam108B inh: 2; MEX-5 binding: -0.1

What do the screens show for `COc1ccc(C(=O)NCc2ccccc2OC)c(OC)c1`?
AHR act: 7; PME-1 inh: -2; MCL1-BIM inh: -2; pPAFAH inh: -7; BCLXL inh: 2; PAFAH1B2 FP inh: 6; GLD-1 RNA inh: 5; Fam108B inh: -2; MEX-5 binding: 0.0

What do the screens show for `COc1ccccc1-n1cnnc1SCC(=O)c1cc(C)n(Cc2cccs2)c1C`?
AHR act: 2; PME-1 inh: -7; MCL1-BIM inh: 5; pPAFAH inh: 22; BCLXL inh: 5; PAFAH1B2 FP inh: 3; GLD-1 RNA inh: -8; Fam108B inh: -5; MEX-5 binding: -1.5

How did O=C(NCc1cccnc1)c1nc(-c2cccs2)no1 do in these assays?
AHR act: 44; PME-1 inh: 3; MCL1-BIM inh: 6; pPAFAH inh: -1; BCLXL inh: 5; PAFAH1B2 FP inh: 0; GLD-1 RNA inh: 2; Fam108B inh: 1; MEX-5 binding: -5.4

What do the screens show for `COC(CNC(=O)c1ccc(N2CCC3(CC2)OCCO3)c([N+](=O)[O-])c1)OC`?
AHR act: 0; PME-1 inh: -4; MCL1-BIM inh: 6; pPAFAH inh: 3; BCLXL inh: 7; PAFAH1B2 FP inh: -2; GLD-1 RNA inh: -4; Fam108B inh: -1; MEX-5 binding: -0.2

Results for CCN(CC)CCN(C(=O)/C=C/c1cccs1)c1nc2ccc(Cl)cc2s1 ?
AHR act: 4; PME-1 inh: -4; MCL1-BIM inh: 7; pPAFAH inh: 1; BCLXL inh: 4; PAFAH1B2 FP inh: -2; GLD-1 RNA inh: -8; Fam108B inh: -1; MEX-5 binding: -2.6

Results for Cc1ccccc1NC(=S)N(CCCN1CCCCC1)Cc1ccco1 ?
AHR act: 2; PME-1 inh: 1; MCL1-BIM inh: 2; pPAFAH inh: 3; BCLXL inh: -4; PAFAH1B2 FP inh: -2; GLD-1 RNA inh: 1; Fam108B inh: -2; MEX-5 binding: 1.5

How did CC(=O)N1c2ccccc2[C@H](C)[C@H]1C do in these assays?
AHR act: -2; PME-1 inh: -2; MCL1-BIM inh: 5; pPAFAH inh: 0; BCLXL inh: 4; PAFAH1B2 FP inh: 4; GLD-1 RNA inh: 0

What do the screens show for `N#Cc1cnc(NCc2ccc(Cl)cc2Cl)nc1`?
AHR act: 5; PME-1 inh: 2; MCL1-BIM inh: 2; pPAFAH inh: 0; BCLXL inh: 2; PAFAH1B2 FP inh: 18; GLD-1 RNA inh: -4; Fam108B inh: -4; MEX-5 binding: 1.4

What do the screens show for `COc1cc(/C=N/n2nnnc2N)cc(Cl)c1OC`?
AHR act: 19; PME-1 inh: 4; MCL1-BIM inh: -2; pPAFAH inh: -6; BCLXL inh: 7; PAFAH1B2 FP inh: 1; GLD-1 RNA inh: 1; Fam108B inh: 2; MEX-5 binding: 2.5

What do the screens show for `C=CCSc1nc(C)c(Cc2cccc3ccccc23)c(=O)[nH]1`?
AHR act: -11; PME-1 inh: -7; MCL1-BIM inh: -2; pPAFAH inh: 7; BCLXL inh: 4; PAFAH1B2 FP inh: 2; GLD-1 RNA inh: 0; Fam108B inh: -1; MEX-5 binding: 0.1

Results for CCOC(=O)c1nn(-c2ccc(OCC)cc2)c2nc(-c3cccc(OC)c3)c(C#N)c(=O)n12 ?
AHR act: 18; PME-1 inh: -4; MCL1-BIM inh: 4; pPAFAH inh: 1; BCLXL inh: 1; PAFAH1B2 FP inh: 1; GLD-1 RNA inh: 2; Fam108B inh: -5; MEX-5 binding: 2.5

How did Cc1[nH]c2ccccc2c1C(=O)C(=O)N1CCN(c2ccccc2F)CC1 do in these assays?
AHR act: 0; PME-1 inh: 6; MCL1-BIM inh: 6; pPAFAH inh: 4; BCLXL inh: 4; PAFAH1B2 FP inh: 8; GLD-1 RNA inh: 3; Fam108B inh: 1; MEX-5 binding: -2.8

Results for CC(Oc1cccc(F)c1)C(=O)/C=C\N(C)C (stereo not given) ?
AHR act: 0; PME-1 inh: -3; MCL1-BIM inh: 2; pPAFAH inh: 3; BCLXL inh: 2; PAFAH1B2 FP inh: 2; GLD-1 RNA inh: 7; Fam108B inh: -2; MEX-5 binding: 4.4

Results for C/C(=N\OC(=O)c1ccc(Cl)c(Cl)c1)c1sc(C)nc1C ?
AHR act: 1; PME-1 inh: -3; MCL1-BIM inh: -1; pPAFAH inh: 34*; BCLXL inh: 7; PAFAH1B2 FP inh: 0; GLD-1 RNA inh: 4; Fam108B inh: -4; MEX-5 binding: 3.9

What do the screens show for `Cc1cccc(NC(=O)C(=O)NNC(=O)c2ccc(C(C)(C)C)cc2)c1`?
AHR act: 5; PME-1 inh: -7; MCL1-BIM inh: 1; pPAFAH inh: 8; BCLXL inh: -3; PAFAH1B2 FP inh: 6; GLD-1 RNA inh: 16; Fam108B inh: -2; MEX-5 binding: -0.5

Results for Brc1ccc2cccnc2c1 ?
AHR act: 4; PME-1 inh: -2; MCL1-BIM inh: -1; pPAFAH inh: 5; BCLXL inh: 0; PAFAH1B2 FP inh: 0; GLD-1 RNA inh: 3; Fam108B inh: -1; MEX-5 binding: 2.9

Results for CCCCn1c(N)c(N(CC(C)C)C(=O)c2ccc(COc3ccccc3)o2)c(=O)[nH]c1=O ?
AHR act: -1; PME-1 inh: 4; MCL1-BIM inh: -11; pPAFAH inh: 1; BCLXL inh: 0; PAFAH1B2 FP inh: 5; GLD-1 RNA inh: -4; Fam108B inh: 1; MEX-5 binding: 2.1

How did O=C(CNC(=O)Cc1ccccc1)N=Nc1c(O)[nH]c2ccccc12 do in these assays?
AHR act: 9; PME-1 inh: 2; MCL1-BIM inh: -4; pPAFAH inh: 9; BCLXL inh: 4; PAFAH1B2 FP inh: 2; GLD-1 RNA inh: -3; Fam108B inh: -1; MEX-5 binding: -4.3

What do the screens show for `NS(=O)(=O)c1ccc(CNC(=O)/C=C/c2c(Cl)cccc2Cl)cc1`?
AHR act: 0; PME-1 inh: 2; MCL1-BIM inh: 10; pPAFAH inh: 1; BCLXL inh: 2; GLD-1 RNA inh: -6; Fam108B inh: 4; MEX-5 binding: -0.6

What do the screens show for `Cc1onc(-c2ccccc2)c1C(=O)Nc1cccc2nsnc12`?
AHR act: -2; PME-1 inh: 3; MCL1-BIM inh: 2; pPAFAH inh: 6; BCLXL inh: 2; PAFAH1B2 FP inh: -4; GLD-1 RNA inh: 0; Fam108B inh: -2; MEX-5 binding: -3.1

Results for O=C(CC1CCCCC1)NCc1nc(-c2ccccc2)no1 ?
AHR act: -1; PME-1 inh: -10; MCL1-BIM inh: -1; pPAFAH inh: 7; BCLXL inh: 4; PAFAH1B2 FP inh: 4; GLD-1 RNA inh: 1; Fam108B inh: -7; MEX-5 binding: -2.2

What do the screens show for `COC(=O)c1nn(-c2ccccc2)c(Sc2ccc(Cl)cc2)c1/C=N/O`?
AHR act: 1; PME-1 inh: -13; MCL1-BIM inh: -3; pPAFAH inh: -2; BCLXL inh: 1; PAFAH1B2 FP inh: 1; GLD-1 RNA inh: 3; Fam108B inh: -5; MEX-5 binding: 2.7

How did CN(Cc1cccnc1)Cc1cn(C)nc1-c1ccc(Oc2ccccc2)cc1 do in these assays?
AHR act: 7; PME-1 inh: -8; MCL1-BIM inh: 5; pPAFAH inh: 11; BCLXL inh: 11; PAFAH1B2 FP inh: 0; GLD-1 RNA inh: 8; Fam108B inh: 2; MEX-5 binding: -0.1

What do the screens show for `CCC(C(=O)OCC(=O)N(CCOC)c1c(N)n(Cc2ccccc2)c(=O)[nH]c1=O)c1ccccc1` (stereo not given)?
AHR act: 0; PME-1 inh: -3; MCL1-BIM inh: -9; pPAFAH inh: 4; BCLXL inh: -8; PAFAH1B2 FP inh: 14; GLD-1 RNA inh: 6; Fam108B inh: -5; MEX-5 binding: 0.0

How did COc1c(C)cccc1C(=O)Nc1ccc(N2CCOCC2)c(Cl)c1 do in these assays?
AHR act: -4; PME-1 inh: 5; MCL1-BIM inh: 8; pPAFAH inh: 2; BCLXL inh: 2; PAFAH1B2 FP inh: -3; GLD-1 RNA inh: -1; Fam108B inh: 2; MEX-5 binding: -1.4

Results for Cc1cccc(C(C#N)c2nc3ccccc3nc2C(F)(F)F)c1 (stereo not given) ?
AHR act: 1; PME-1 inh: 4; MCL1-BIM inh: -2; pPAFAH inh: 2; BCLXL inh: -1; PAFAH1B2 FP inh: 4; GLD-1 RNA inh: 7; Fam108B inh: 2; MEX-5 binding: 0.7

What do the screens show for `CN(CC(=O)Nc1ccc(F)cc1)C(=O)c1cc(-c2ccco2)nc2ccccc12`?
AHR act: 6; PME-1 inh: -4; MCL1-BIM inh: 8; pPAFAH inh: 27*; BCLXL inh: -1; PAFAH1B2 FP inh: 3; GLD-1 RNA inh: 7; Fam108B inh: 0; MEX-5 binding: -5.4

How did Cn1nc(C(F)(F)F)c2cc(C(=O)NC3CC3)sc21 do in these assays?
AHR act: 8; PME-1 inh: 2; MCL1-BIM inh: 0; pPAFAH inh: 1; BCLXL inh: 2; PAFAH1B2 FP inh: 4; GLD-1 RNA inh: -2; Fam108B inh: -1; MEX-5 binding: 1.8

How did COc1cccc(CC2(CO)CCN(Cc3cccn3-c3cccnc3)CC2)c1 do in these assays?
AHR act: 8; PME-1 inh: -4; MCL1-BIM inh: -7; pPAFAH inh: 3; BCLXL inh: -1; PAFAH1B2 FP inh: 11; GLD-1 RNA inh: -9; Fam108B inh: -3; MEX-5 binding: 0.1

What do the screens show for `O=C(CCCN1C(=O)CCC1=O)Nc1ccc2c(c1)OCO2`?
AHR act: 31; PME-1 inh: -4; MCL1-BIM inh: 4; pPAFAH inh: 0; BCLXL inh: 1; PAFAH1B2 FP inh: 5; GLD-1 RNA inh: -2; Fam108B inh: -5; MEX-5 binding: 0.0

What do the screens show for `CCc1cccc(C)c1NC(=O)CN(C)C1=NS(=O)(=O)c2ccccc21`?
AHR act: 1; PME-1 inh: -3; MCL1-BIM inh: 6; pPAFAH inh: 2; BCLXL inh: 4; PAFAH1B2 FP inh: 3; GLD-1 RNA inh: 4
